KB-V1 cytotox = kills drug-selected multidrug resistant KB-V1 cells. AID 1347076. hit rate 3.4% among 400,000. Potency, µM (highest dose often 46.1 µM), inactives show top-dose activity change, negative = cytotoxicity, actives largely listed as cytotoxic. KB-V1 MDR cells viability, CellTiter-Glo, 72 h; also: potency is read from the fitted curve at half-maximal effect; % is scaled to controls: 0 for no effect and ±100 for the full control effect; nearly all actives have a fitted effect of over 60% in size
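Cells of the MDR subline KB-V1 are plated, dosed with compound at multiple concentrations, and incubated 72 h at 37 degrees C; CellTiter-Glo is then added and luminescence read after 10 min.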
GLP1R cytotox = cytotoxicity in counter-screen for GLP-1R inverse agonists; HEK293 cAMP-luciferase reporter cells, luminescence, 24 h; Potency, µM (top dose mostly 38.3 µM), for inactives: top-dose activity change, negative = inhibition, actives largely listed as inhibitors; hit rate 0.13% among 410,000; AID 624418;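 also: loss of luciferase light is scored as toxicity; potency is read from the fitted curve at half-maximal effect; % is scaled to controls: 0 for no effect and ±100 for the full control effect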
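Step one: seed cells (200 cells/uL, DMEM with 10% Nu serum, 1% pen-strep). Step two: 12-hour incubation at 37 deg C. Step three: pin 23 nL compound, incubate 24 hr. Step four: add luciferase reagent, read luminescence 12 min later.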
D3 ag = agonists of human D3 dopamine receptor. P35462. D3R DiscoveRx beta-arrestin cells, luminescence, 90 min. max activation, %. hit rate 0.58% among 410,000. AID 652048; in the data active = max activation above about 30%; also: 0% is about no effect; mostly tested at two doses, the higher about 12 µM
Target sequence (P35462 whole entry, looked up): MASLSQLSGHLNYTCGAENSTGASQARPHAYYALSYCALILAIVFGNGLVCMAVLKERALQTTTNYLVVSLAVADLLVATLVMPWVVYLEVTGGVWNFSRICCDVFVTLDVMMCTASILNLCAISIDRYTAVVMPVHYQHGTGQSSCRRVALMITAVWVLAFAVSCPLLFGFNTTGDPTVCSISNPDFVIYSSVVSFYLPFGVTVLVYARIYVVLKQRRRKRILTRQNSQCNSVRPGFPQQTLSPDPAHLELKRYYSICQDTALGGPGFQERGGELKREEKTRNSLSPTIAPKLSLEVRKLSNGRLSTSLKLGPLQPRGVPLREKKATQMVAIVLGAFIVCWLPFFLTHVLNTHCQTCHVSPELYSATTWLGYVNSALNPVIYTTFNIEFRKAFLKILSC
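Agonist mode: compounds and dopamine controls were applied to plated cells for 90 min at 37 degrees C after an overnight attachment at 1500 cells/well. Luminescent read-out followed 30 - 60 minutes at room temperature with DiscoveRx detection reagent.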
HT1080 IDH1KD tx = toxicity to HT-1080 IDH1 knockdown cells (counter line) | HT-1080 IDH1 knockdown viability, ATP luminescence, 48 h | hit rate 2% among 360,000 | Potency, µM (series often up to 46.1 µM), for the others: top-dose activity, negative = toxicity, usual class: cytotoxic;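 also: potency is read from the fitted curve at half-maximal effect; 0% = DMSO wells and -100% = cell-free medium wells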
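Using the IDH1-knockdown HT-1080 line run in the same batch and compound series as the NT line, viability after 48 h at 37 °C was determined by CellTiter-Glo luminescence and expressed as % activity.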
MCF10A rerep = inducers of DNA re-replication in MCF 10A breast cells; MCF 10A DNA re-replication, Hoechst nuclear intensity, 48 h; Potency, µM (series often up to 46.1 µM), without a hit: at the top dose activity, positive = re-replication, actives largely listed as activators; hit rate 2.9% among 350,000; also: potency is read from the fitted curve at half-maximal effect; % of control where 0% means no effect; nearly all actives have a fitted effect of over 50% in size
IL-1B inflam inh = blocks inflammasome-driven IL-1 beta release. activity change, % at 57.5 µM. THP-1 LPS/ATP IL-1B secretion, AlphaLISA, 16 h; stronger effect = lower value. hit rate 4.7% among 360,000. AID 743279; in the data active = activity change below about -50%; inconclusive = mostly about -30% to -49%; also: % is scaled to controls: 0 for no effect and ±100 for the full control effect
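THP-1 cells pretreated 1 hr with compounds (up to 57.5 uM final), then stimulated with LPS (250 ng/mL final) plus ATP (1.25 mM final); secreted IL-1B measured by AlphaLISA after 16 hr, decreased signal indicating inhibition.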
HT1080-NT tox = kills 2HG-producing HT-1080-NT fibrosarcoma cells. HT-1080-NT fibrosarcoma viability, CellTiter-Glo ATP luminescence, 48 h. Potency, µM (doses to about 46.1 µM), for inactives: at the top dose activity, negative = less viability, usual class: cytotoxic. hit rate 1.6% among 360,000. AID 686970;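 also: NT is the 2HG producing partner of a matched IDH1 knockdown line; potency is read from the fitted curve at half-maximal effect; 0% = DMSO-treated cells and -100% = media-only wells without cells; nearly all actives have a fitted effect of over 55% in size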
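750 cells/well, RPMI + 5% FBS; 2 h settle, compound pin-transfer, 48 h at 37 degrees C. CellTiter-Glo 10 min RT, luminescence. Normalized to DMSO and media-only wells.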
KB-3-1 tox = kills parental KB-3-1 adenocarcinoma cells; KB-3-1 viability, CellTiter-Glo ATP luminescence, 72 h; Potency, µM (doses to about 46.1 µM), for inactives: at the top dose activity change, negative = cytotoxic, hits mostly cytotoxic; hit rate 1.4% among 400,000; also: potency is read from the fitted curve at half-maximal effect; % is scaled to controls: 0 for no effect and ±100 for the full control effect; nearly all actives have a fitted effect of over 60% in size
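Here the drug-naive KB-3-1 line serves as comparator for MDR sub-line selectivity; cells received compound titrations, 72 h at 37 °C, then CellTiter-Glo readout.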
SW480 rerep = induces DNA re-replication in SW480 colon adenocarcinoma cells | Potency, µM (series often up to 46.1 µM), for the others: at the highest dose re-replication activation, actives largely listed as activators | AID 624297 | SW480 DNA re-replication, Hoechst DNA content imaging, 48 h | hit rate 1.8% among 340,000; also: potency is read from the fitted curve at half-maximal effect; % of control where 0% means no effect; nearly all actives have a fitted effect of over 55% in size
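First, 250 cells per well were seeded. Next, compound or vehicle (23 nL) was pinned in, plates sat 48 hr at 37 C. Finally Hoechst was added for 40 min before fluorescence scanning.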
* marks the source's active call; other numbers are inactive results; i = inactive; u = inconclusive; x = no result given; & = joins results of further samples; [ ] = dose if it differs, or a comment. Unless noted, calls follow the shape of the dose curve; as a rule, active = well fitted curve in the direction sought with a large enough effect; inconclusive = small, poorly fitted or top-dose-only effect, or another doubt; inactive = no such curve, though single readings can be large; an effect the other way counts as inactive or inconclusive.

Values run as follows: KB-V1 cytotox, GLP1R cytotox, D3 ag, HT1080 IDH1KD tx, MCF10A rerep, IL-1B inflam inh, HT1080-NT tox, KB-3-1 tox, SW480 rerep
1. COc1ccc(NC(=O)C2CCCN(c3cnccn3)C2)c(OC)c1 (configuration not stated)
    -8.7%, -12.9%&-6.1%, 2.1&-1.7, 11.7%, 2.4%, 5.1, 16.5%, 2.0%, u
2. C#CCOCCOCCOCCNc1nc(N2CCN(C(=O)[C@H]([C@@H](C)CC)n3cc(CCC(=O)O)nn3)CC2)nc(N2CCN(C(=O)[C@H](CCCCN)n3cc(CCCC)nn3)CC2)n1
    u, -6.0%, 7.5, 11.8%, -2.8%, 11.9, 11.4%, 17.3%, -17.6%[9.22 µM]
3. COc1cc(NC(=O)CSc2nnc(C)n3c2cc2oc(C)cc23)cc(OC)c1
    4.0%, 7.3%, 5.7, x, x, x, x, 5.1%, x
4. CCOC(=O)[C@]12CCC=C1N(CCC1=CCCCC1)C(=O)[C@H](CC(=O)NCc1ccc(C)o1)C2
    u, 3.6%, 4.2, -10.4%, x, 13.9, 9.9%, 6.4%, x
5. Cc1ccc(-c2nc3ccccc3c(=O)o2)cc1
    12.8%, u, 0.8, 13.2%, 1.2%, 24.2, 9.0%, 4.3%, -4.7%
6. CCn1nc(NC(=O)C(C)C)c2cc3cccc(C)c3nc21
    -0.6%, 145.0%[activator], 3.9, -3.7%, u, -8.2, -0.2%, -0.7%, 8.2µM*
7. Cn1nc(C(=O)Nc2ccc(S(=O)(=O)NCc3ccco3)cc2)c2ccccc2c1=O
    3.5%, -12.6%, -11.5, -0.5%, 4.3%, -8.1, -8.9%, -8.0%, -15.7%
8. COc1cccc(C2=NOC(C(=O)Nc3ccc4c(c3)OCO4)C2)c1 (configuration not stated)
    -2.5%, 14.9%, -5.3, 5.6%, 11.8%, 0.0, 4.6%, 1.9%, -5.0%
9. NC(=O)c1sc2nc3c(c(-c4ccco4)c2c1N)CCC3
    u, 5.3%, -10.4, -25.6%, -14.8%, -80.0*, 0.0%, 16.3%, 6.9%
10. CCCC(=O)OCCNC(=O)c1cc2ccccc2oc1=O
    -10.6%, 16.8%, -2.9, -1.7%, 0.0%, -5.7, -0.4%, 2.5%, -0.8%
11. O=C(CN1C(=O)NC2(CCCCCC2)C1=O)NCc1cccs1
    15.1%, -11.9%, -4.1, 1.0%, 2.5%, -6.1, 1.7%, 6.4%, -3.0%
12. CC(C)CCNC(=O)c1cc(-c2cccs2)nc2ccccc12
    -2.5%, -5.2%, -3.6, -17.1%, u, 23.8, -17.1%, 1.0%, -6.0%
13. Cc1c(Cl)cccc1NC(=O)CSc1nnc(CCNC(=O)OC(C)(C)C)o1
    u, 3.9%, 0.7, 0.7%, -1.2%, 16.2, 13.8%, 1.9%, -6.3%
14. O=C(c1cc([N+](=O)[O-])ccc1N1CCOCC1)N1CCOCC1
    5.5%, -16.6%, 1.8, 2.9%, -0.6%, -7.2, 1.0%, 12.8%, -9.7%
15. O=C(CNC(=O)C1COc2ccccc2O1)N/N=C/c1ccc(O)cc1O (configuration not stated)
    -22.9%, -22.4%, 7.6, u, u, 75.5, -13.9%, u, u
16. Cc1ccccc1NC(=S)/C(=C(\[O-])c1ccc(C)c([N+](=O)[O-])c1)[n+]1ccccc1
    8.7%, -14.6%, -1.2, 12.2%, u, -1.3, u, 1.1%, -1.6%
17. COC(=O)c1ccc(NC(=O)C2CCN(S(C)(=O)=O)CC2)cc1
    -0.1%, -12.3%, -6.4, -3.0%, 0.7%, 52.2, -0.1%, -4.3%, 1.8%
18. O=C(CCCOc1ccccc1)NC1CCCc2ccccc21 (configuration not stated)
    18.4µM*, 1.1%, -11.0, -3.5%, 16.5%, i, 0.0%, -2.0%, 4.4%
19. CCOC(=O)C1CCN(C(C(=O)Nc2ccc3c(c2)OCCO3)c2ccccc2)CC1 (configuration not stated)
    -3.8%, -11.3%, -0.8, 5.1%, 4.7%, -5.0, 6.9%, 2.8%, -4.1%
20. O=C(N/N=C/c1ccc[nH]1)c1ccccc1O
    5.17µM*, 10.8%, -7.3, -11.0%, -31.7%[inhibitor], -1.2, -15.3%, u, u

Filtered by structure: the entries above with an aryl methoxy group
Values run as follows: KB-V1 cytotox, GLP1R cytotox, D3 ag, HT1080 IDH1KD tx, MCF10A rerep, IL-1B inflam inh, HT1080-NT tox, KB-3-1 tox, SW480 rerep
1. COc1ccc(NC(=O)C2CCCN(c3cnccn3)C2)c(OC)c1 (configuration not stated)
    -8.7%, -12.9%&-6.1%, 2.1&-1.7, 11.7%, 2.4%, 5.1, 16.5%, 2.0%, u
3. COc1cc(NC(=O)CSc2nnc(C)n3c2cc2oc(C)cc23)cc(OC)c1
    4.0%, 7.3%, 5.7, x, x, x, x, 5.1%, x
8. COc1cccc(C2=NOC(C(=O)Nc3ccc4c(c3)OCO4)C2)c1 (configuration not stated)
    -2.5%, 14.9%, -5.3, 5.6%, 11.8%, 0.0, 4.6%, 1.9%, -5.0%

Following part:
Values run as follows: KB-V1 cytotox, GLP1R cytotox, D3 ag, HT1080 IDH1KD tx, MCF10A rerep, IL-1B inflam inh, HT1080-NT tox, KB-3-1 tox, SW480 rerep
21. Cc1ccccc1N(CC(=O)NC1CCCC1)C(=O)C1(C)CC(=O)N=C2C=CC=CN21 (configuration not stated)
    -1.1%, -10.8%, 17.8, 14.4%, 13.0%, 2.5, -10.0%, 0.0%, -5.0%
22. Cc1ccc(CNC(=O)CCN2C(=O)COc3ccc(C)cc32)cc1
    -12.9%, -6.3%, -12.4, x, x, x, x, 0.9%, x
23. Cn1nc(C(=O)Nc2ccccc2)c2c1-c1ccccc1S(=O)(=O)C2
    -14.7%, -5.3%, -0.5, 8.5%, -0.1%, u, 9.0%, -0.6%, 4.8%
24. Cc1ccc(N2C(=O)C(NC(=O)c3ccccc3)(C(F)(F)F)C3=C2CC(C)(C)CC3=O)cc1 (configuration not stated)
    0.9%, 8.6%, 5.8, 21.1%, 6.2%, 22.1, 18.4%, 3.2%, -7.4%
25. Cc1c(CC(=O)NC(C)C)c(=O)oc2cc3c(cc12)CCC(C)(C)O3
    -11.8%, 0.0%, 7.2, 0.2%, 4.0%, -8.5, 16.8%, -3.4%, -2.0%
26. N#CC(c1ccccn1)(c1ncc(C(F)(F)F)cc1Cl)N1CCOCC1 (configuration not stated)
    -28.6%, 6.9%, -7.5, 2.2%, -0.3%, -4.4, 2.0%, u, 3.8%
27. O=C(N/N=C/c1ccc2ncccc2c1)c1cc(-c2cccs2)nc2ccccc12
    u, -19.4%, 23.7, 0.1%, 5.8µM*, 30.3, 27.0%, u, 11.7%
28. Cn1c(=O)c2c(-c3ccccc3)n(-c3ccccc3N)cc2n(C)c1=O
    -2.7%, 15.0%, -7.5, -3.4%, x, 31.3, -11.0%, 1.3%, x
29. CN(C)S(=O)(=O)c1ccc(NC(=O)/C=C/c2ccccc2Cl)cc1
    14.6µM*, 15.9%[1.53 µM], -4.2, -26.7%, u, -27.2, -11.8%, -1.3%, 15.8%
30. COc1ccc(C(=O)c2c(-c3cccc(C)c3)oc3ccc(N4CCOCC4)cc23)cn1
    u, -35.0%, 35.6*, -20.8%, u, u, -11.7%, 0.0%, 13.2%
31. O=C(CCS(=O)(=O)c1ccccc1)Nc1ccc(Cl)cn1
    8.2%, -7.2%, 6.1, 0.3%, -8.3%, 3.8, 7.7%, 8.3%, 2.3%
32. CC(C)c1ccc(N2C(=O)CC(NNC(=O)c3ccccc3Cl)C2=O)cc1 (configuration not stated)
    -4.2%, 22.2%, -10.8, 9.9%, -10.0%, x, 13.0%, 3.3%, 19.3%
33. Cc1ccc(Cc2c(-c3ccc(Br)cc3)nc3ccc(Cl)cn23)cc1
    5.7%, -8.4%, 13.5, -3.2%, x, 22.6, 9.5%, 0.0%, x
34. CCOc1ccc(Cl)cc1C1=CC(=O)C[C@H](c2ccc(OC)cc2)C1
    4.61µM*, -8.4%, -30.7, 4.11µM*, u, 74.4, 2.06µM*, u, 3.66µM*
35. CCn1c(COc2ccccc2)nnc1SCC(=O)NC1CC1
    u, 11.1%, -5.5, 5.3%, 2.2%, -1.0, 0.1%, 0.8%, 6.0%
36. CS(=O)(=O)c1ccc2nc(NC(=O)C3CC(=O)N(c4ccc(F)cc4)C3)sc2c1 (configuration not stated)
    2.9%, -3.9%, 18.8, -5.8%, 0.2%, 29.2, -17.3%, 11.0%, -18.2%
37. CCOC(=O)c1ccc(S(=O)(=O)N2CCN(C/C=C/c3ccccc3)CC2)cc1
    0.0%, -17.9%, -1.8, -1.5%, 8.4%, 1.1, -5.0%, -4.8%, -12.1%
38. CCCOc1ccc(OC(=O)c2c(-c3ccccc3Cl)noc2C)cc1
    14.3%, -2.9%, -11.5, x, x, x, x, -6.0%, x
39. O=C(NCc1cccnc1)c1cccc(S(=O)(=O)NCc2ccccc2)c1
    -1.2%, -4.1%, 2.5, -0.9%, 3.0%, 8.6, 6.2%, -2.9%, -6.2%

Looked up one by one from above, three records:
Values run as follows: KB-V1 cytotox, GLP1R cytotox, D3 ag, HT1080 IDH1KD tx, MCF10A rerep, IL-1B inflam inh, HT1080-NT tox, KB-3-1 tox, SW480 rerep
21. Cc1ccccc1N(CC(=O)NC1CCCC1)C(=O)C1(C)CC(=O)N=C2C=CC=CN21 (configuration not stated)
    -1.1%, -10.8%, 17.8, 14.4%, 13.0%, 2.5, -10.0%, 0.0%, -5.0%
25. Cc1c(CC(=O)NC(C)C)c(=O)oc2cc3c(cc12)CCC(C)(C)O3
    -11.8%, 0.0%, 7.2, 0.2%, 4.0%, -8.5, 16.8%, -3.4%, -2.0%
34. CCOc1ccc(Cl)cc1C1=CC(=O)C[C@H](c2ccc(OC)cc2)C1
    4.61µM*, -8.4%, -30.7, 4.11µM*, u, 74.4, 2.06µM*, u, 3.66µM*

Bioassay records: PubChem, National Center for Advancing Translational Sciences (NCATS)
